PfHsp90 yeast 2: growth inhibition of PfHsp90-expressing yeast, primary screen, antimalarial PfHsp90 inhibitor project, S. cerevisiae, BacTiter-Glo luminescence, single point, set 2; 310,000 compounds, 0.32% hits; AID 504621, 2011; BacTiter-Glo ATP, 48 h; yeast lacking PDR1 and PDR3 efflux regulators; inhibition, % at 9.4 µM;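 active means every replicate shows inhibition above about 80%, whatever the replicate mean, limit read from the data; inconclusive means mean inhibition reaches the set limit but some replicate falls short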;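 further: 0% = DMSO neutral controls and 100% = 20 µM radicicol positive controls; yeast relying on Plasmodium falciparum Hsp90 in place of its own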
dFosB act: activators of delta FosB homodimer, primary screen, biochemical, fluorescence polarization, TAMRA-CDK5 oligo, single point. 340,000 compounds, 0.99% hits. purified delta FosB; percent of positive-control signal above neutral wells. Protein FosB (Mus musculus), P13346. activation, % at 25 µM;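 active means mean activation above about 17%, with every replicate also reaching it, limit read from the data, passing the limit was not always enough; inconclusive means only one of the two conditions met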;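 further: fluorescence polarization rise as delta FosB binds a TAMRA Cdk5 AP-1 oligo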
Rtt109 HAT inh: inhibitors of C. albicans Rtt109/Vps75 HAT, primary screen, biochemical, ThioGlo CoA-SH fluorescence, plate reader | inhibition, % at 34.9 µM | AID 540336, 2011 | 330,000 compounds, 0.16% hits | purified Rtt109/Vps75, 4 h | Histone acetyltransferase RTT109 (Candida albicans (strain SC5314 / ATCC MYA-2876)), …;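 active means inhibition of at least 50% in every replicate; inconclusive means best replicate reaches 50% inhibition but some replicates fall short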
Keap1-Nrf2 PPI: Keap1-Nrf2 protein-protein interaction inhibitors, primary screen, biochemical, fluorescence polarization, single point. inhibition, % at 9.4 µM. Kelch-like ECH-associated protein 1 (Homo sapiens), Q14145. 340,000 compounds, 0.15% hits. Keap1 Kelch-Nrf2 peptide fluorescence polarization, 1536-well; in the data active means inhibition above about 12%; inconclusive means no clear call, values can overlap the other calls; inactive means below about 7.3%;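 further: human Keap1 Kelch domain with fluorescein labeled Nrf2 9mer peptide probe; 0% = neutral control wells and 100% = peptide positive control; higher means more block of Keap1 binding to Nrf2 peptide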
cardiac RTF act: cardiac RTF calcium sensitivity activators, primary screen, biochemical, IANBD-TnC fluorescence, EC20 calcium | Troponin I, cardiac muscle (Homo sapiens) + Troponin T, cardiac muscle (Homo sapiens) + … | IANBD-labeled TnC RTF fluorescence at EC20 calcium; 0% EC20 calcium, 100% full calcium | activation, % at 7.2 µM | 340,000 compounds, 0.24% hits;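 active means activation above the mean over all tested compounds plus 3 SD, cut at about 30% in these data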;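 further: rise in fluorescence read as greater calcium sensitivity of cardiac thin filaments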
PvdQ acylase: P. aeruginosa PvdQ acylase inhibitors, primary screen, biochemical, fluorescence, plate reader and imaging, single point | PvdQ acylase [Pseudomonas aeruginosa LESB58] | purified PvdQ acylase | inhibition, % at 10 µM | 340,000 compounds, 0.063% hits | AID 488965, 2010; in the data active means inhibition above about 30%, passing the limit was not always enough; inconclusive means no clear call, values can overlap the other calls;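 further: 0% = vehicle neutral wells and 100% = reference inhibitor wells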
C-LANA FP: inhibitors of KSHV C-LANA binding to DNA, primary screen, biochemical, fluorescence polarization, FAM-LBS DNA, MBP-C-LANA, single point; Kaposi's sarcoma herpesvirus LANA C-terminal domain (residues 932-1162) DNA binding; inhibition, % at 9 µM; 340,000 compounds, 0.078% hits; AID 504423, 2011;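 active means highest replicate inhibition at or above 60% at 9 µM, even if other replicates fall short; inactive means all replicates below 60% inhibition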;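 further: 0% = neutral control wells and 100% = 4 µM acridine orange control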
SUMO Mot1 rescue: yeast Mot1-301 growth rescue at high temperature, primary screen, SUMOylation pathway inhibitor project, S. cerevisiae, ATP luminescence, 38.5C | S. cerevisiae Mot1-301 growth rescue; percent above DMSO median, 100 means doubled | growth rescue, % at 18.8 µM | 320,000 compounds, 1% hits | AID 2716, 2010;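 active means every valid replicate shows activation above 250% relative to neutral control wells; inactive means the rest, any valid replicate at or below 250%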;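 further: OY570 slx delta 5 strain wells were the positive control but not used for scaling; some compounds called inactive have numbers as strong as hits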
NSD2 HMT inh: NSD2 histone methyltransferase inhibitors, primary screen, biochemical, AlphaScreen, single concentration, set 2 | NSD2 peptide methylation, 120 min | 310,000 compounds, 0.54% hits | AID 743445, 2014 | Histone-lysine N-methyltransferase NSD2 (Homo sapiens), O96028 | inhibition, % at 12.5 µM; in the data active means inhibition above about 50%
Target sequence (O96028 whole entry, looked up): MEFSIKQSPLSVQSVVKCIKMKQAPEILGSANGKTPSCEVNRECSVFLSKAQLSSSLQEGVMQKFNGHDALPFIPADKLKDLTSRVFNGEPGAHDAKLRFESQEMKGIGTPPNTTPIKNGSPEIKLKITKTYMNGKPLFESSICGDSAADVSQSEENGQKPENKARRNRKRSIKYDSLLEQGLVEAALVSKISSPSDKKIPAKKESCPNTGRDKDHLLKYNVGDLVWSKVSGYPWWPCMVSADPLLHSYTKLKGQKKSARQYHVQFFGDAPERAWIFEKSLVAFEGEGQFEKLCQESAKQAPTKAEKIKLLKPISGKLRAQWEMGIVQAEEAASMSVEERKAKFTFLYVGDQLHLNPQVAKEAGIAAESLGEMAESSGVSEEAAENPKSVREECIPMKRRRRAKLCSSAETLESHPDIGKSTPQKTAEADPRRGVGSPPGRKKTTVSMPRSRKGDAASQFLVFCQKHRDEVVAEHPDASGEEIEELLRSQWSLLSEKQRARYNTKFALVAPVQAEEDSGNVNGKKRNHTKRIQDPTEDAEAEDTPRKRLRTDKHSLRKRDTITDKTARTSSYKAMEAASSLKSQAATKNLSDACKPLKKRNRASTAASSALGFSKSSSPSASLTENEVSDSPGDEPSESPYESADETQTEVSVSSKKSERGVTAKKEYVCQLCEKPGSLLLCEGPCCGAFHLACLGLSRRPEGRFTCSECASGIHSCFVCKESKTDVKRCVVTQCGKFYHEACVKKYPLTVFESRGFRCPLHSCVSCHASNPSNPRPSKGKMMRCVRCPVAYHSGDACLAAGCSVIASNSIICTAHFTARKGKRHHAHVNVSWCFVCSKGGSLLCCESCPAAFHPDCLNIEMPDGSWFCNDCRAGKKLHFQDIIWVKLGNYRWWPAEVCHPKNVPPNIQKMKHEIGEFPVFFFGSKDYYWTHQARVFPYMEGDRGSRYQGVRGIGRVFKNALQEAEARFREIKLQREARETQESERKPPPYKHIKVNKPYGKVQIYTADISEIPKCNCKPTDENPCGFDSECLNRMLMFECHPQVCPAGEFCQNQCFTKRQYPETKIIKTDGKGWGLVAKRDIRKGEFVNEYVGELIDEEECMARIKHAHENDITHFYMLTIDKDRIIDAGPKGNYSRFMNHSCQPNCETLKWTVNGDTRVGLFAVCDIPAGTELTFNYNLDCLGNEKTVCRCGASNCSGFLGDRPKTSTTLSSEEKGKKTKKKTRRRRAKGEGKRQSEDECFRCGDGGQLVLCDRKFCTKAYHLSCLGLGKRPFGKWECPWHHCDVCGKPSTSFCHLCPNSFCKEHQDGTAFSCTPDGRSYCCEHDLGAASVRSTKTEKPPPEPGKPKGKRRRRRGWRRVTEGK
RTF Ca sens inh: cardiac RTF calcium sensitivity inhibitors, primary screen, biochemical, IANBD-TnC fluorescence, EC70 calcium; Troponin I, cardiac muscle (Homo sapiens) + Troponin T, cardiac muscle (Homo sapiens) + …; IANBD-labeled cardiac RTF, Ca2+ fluorescence; inhibition, % at 7.15 µM; 340,000 compounds, 0.12% hits;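 active means inhibition above the mean inhibition of all tested compounds plus 3 SD, cut at about 17% in these data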;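 further: assay run at fixed EC70 calcium of 1.6 mM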
CDK5 inh: inhibitors of human CDK5/p35 kinase, primary screen, biochemical, single concentration; inhibition, % at 10 µM; 330,000 compounds, 0.01% hits; Recombinant CDK5/p35, ADP-Glo luminescence, 60 min; Cyclin-dependent kinase 5 (Homo sapiens) + Cyclin-dependent kinase 5 activator 1 (Homo …;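 active means highest replicate inhibition of at least 50% and at least 75% of replicates reaching 50%; inconclusive means only one of the two criteria met; inactive means both criteria failed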;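 further: plate controls were DMSO neutral control for no effect and GW8510 at 10 µM for full effect; many of its hits are not listed in these tables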
* hit, by the source's call; ? = inconclusive; . = no result given. Hits appear at their usual frequency; any-hit rate near 3.2%.

SMILES | PfHsp90 yeast 2 | dFosB act | Rtt109 HAT inh | Keap1-Nrf2 PPI | cardiac RTF act | PvdQ acylase | C-LANA FP | SUMO Mot1 rescue | NSD2 HMT inh | RTF Ca sens inh | CDK5 inh
CCOc1ccc(/C=C2\SC(=S)N(NS(=O)(=O)c3ccc(C)cc3)C2=O)cc1OC | 9.6 | -8.0 | -1.3 | -4.3 | -2.1 | -11.3 | 0.0 | 245.0 | 16.2 | 5.8 | 0.3
CC(=O)c1ccc(NC(=O)c2ccc3c(Cl)c4c(nc3c2)CCCC4)cc1 | -14.6 | -2.0 | 2.8 | -2.5 | -1.4 | -6.5 | -0.5 | 73.3 | -2.1 | -5.8 | -5.9
CN(C(=O)C1CCOC1)c1nnc(-c2cccnc2)s1 (centres undefined) | 4.0 | -11.1 | . | -2.4 | -16.1 | 15.1 | -2.0 | -10.8 | -8.0 | -4.0 | -0.3
CCOC(=O)C1CCCCN1C(=O)/C(=C/c1ccc(OC)cc1)c1ccc(OC)c(OC)c1 (centres undefined) | -5.7 | -6.2 | 14.2 | -0.2 | 2.1 | -14.6 | 0.1 | -3.6 | . | -3.3 | -1.9
Cc1ccnc(NC(=O)Nc2ccc3c(c2)OCO3)c1 | 8.5 | 5.1 | -2.3 | 4.4 | -6.4 | -8.6 | 0.4 | -2.9 | 9.4 | -21.4 | 0.3
CC(C)(C)NC(=O)COC(=O)c1ccc(NC(=O)CC#N)cc1 | -30.6 | -1.1 | ? | 1.3 | 2.8 | -9.6 | -1.2 | 41.2 | -0.4 | -16.0 | 1.7
Cc1cc(N=NC(=O)c2ccccc2O)c2ccccc2c1O | 7.0 | -9.7 | -2.9 | -1.5 | -2.0 | -0.7 | -0.5 | -3.2 | 2.0 | -13.9 | 0.1
Cc1ccccc1CSc1nnc(C)c(=O)[nH]1 | 12.3 | -3.1 | 1.3 | -4.8 | -1.7 | -16.3 | 0.7 | -1.9 | . | -10.2 | -1.1
COC(=O)C1C(=O)C2=C(CC1C)Nc1ccccc1NC2c1cccs1 (centres undefined) | 18.8 | -6.5 | -5.7 | -2.6 | 0.0 | -2.5 | 0.9 | 263.0 | -1.3 | -1.4 | 0.7
O=c1c2ccccc2nc(/C=C/c2ccc(Br)cc2)n1CCCO | 5.8 | -28.2 | -34.3 | -3.9 | 6.1 | -13.4 | 0.5 | 5.9 | -2.2 | -5.6 | -1.1
Cn1nnnc1SCC(=O)NNC(=O)c1ccc(Br)cc1 | 0.8 | 2.7 | . | -6.1 | 2.7 | 8.2 | 0.1 | -13.7 | -1.5 | -0.1 | 1.8
COc1cc(CN(C)Cc2cc(=O)oc3cc(C)c(Cl)cc23)ccc1OC(F)F | -19.6 | -10.9 | -0.1 | -3.1 | 5.5 | -13.0 | 0.5 | 0.0 | -4.0 | -41.8 | 0.0
O=C(CCNS(=O)(=O)c1ccccc1F)NC1CCCCCC1 | . | -5.5 | 4.7 | -0.1 | -1.6 | 4.3 | 0.2 | -13.2 | 0.8 | 1.5 | -0.4
Cc1ccc(C)c(OCC(=O)Nc2cccc(S(=O)(=O)NC3=NCCCCC3)c2)c1 | -10.4 | -13.2 | 19.7 | -2.6 | -6.9 | 9.9 | -0.4 | -14.3 | 2.3 | -2.5 | -0.2
COc1ccc(S(=O)(=O)N2CCC3(CC2)CC(=O)c2ccccc2O3)cc1 | -6.5 | -1.8 | -8.7 | -0.1 | 0.7 | -18.3 | -2.9 | -1.1 | -1.4 | -37.8 | 0.9
O=C(NCc1ccccc1)c1cc(=O)nc2sc(-c3ccccc3)nn12 | 1.6 | -16.7 | -2.0 | -5.7 | 7.8 | -6.1 | 1.8 | . | -10.7 | -12.4 | -1.8
O=C(CCCN1C(=O)C2CC=CCC2C1=O)Nc1ccccc1Cl (centres undefined) | 3.6 | -0.2 | -5.0 | -1.2 | -4.5 | -14.1 | 0.4 | -2.5 | -5.6 | 1.3 | -0.6
Cc1ccc(NC(=O)c2ccccc2NS(=O)(=O)c2ccc(Cl)s2)cc1 | -52.5 | -7.3 | -0.5 | -6.5 | 2.1 | -9.5 | 0.3 | -6.0 | 6.3 | -1.9 | -0.6
CCc1cc(-c2nc(N)ncc2-c2csc(C)n2)c(O)cc1OC | -22.4 | -8.7 | . | -2.5 | -0.6 | -9.5 | -1.1 | -0.8 | 1.3 | 7.1 | -0.6
Nc1nnc(SCC(=O)NNC(=O)c2ccccc2)s1 | -20.2 | 0.5 | -7.8 | -1.6 | -3.3 | -6.2 | 0.0 | . | -1.6 | -2.4 | 0.8
CC(OC(=O)Cn1cnc2c1c(=O)n(C)c(=O)n2C)C(=O)NC1(C#N)CCCCC1 (centres undefined) | -8.3 | 4.0 | -0.4 | -1.5 | 1.0 | -19.4 | -1.0 | . | -2.5 | 1.4 | 0.1
C=CCn1c(SCCC)nc2sc3c(c2c1=O)CCc1ccccc1-3 | 30.0 | -13.3 | -0.6 | -4.1 | -0.7 | -14.1 | 0.1 | -36.4 | 10.9 | -6.9 | 2.0
CCN(CC)C1CCN(C(=O)CCc2nnc(CCc3ccccc3)o2)C1 (centres undefined) | -0.8 | 3.5 | -22.5 | -1.0 | -1.6 | 4.1 | -0.6 | 7.5 | 11.4 | 1.7 | 2.0
CCCCn1c(SCC(=O)N2CCOCC2)nc2c1c(=O)n(C)c(=O)n2C | -19.1 | 1.1 | -2.8 | 0.1 | -2.9 | -2.0 | 1.9 | 2.7 | 0.8 | 8.0 | -0.2
CCC(C)Nc1nc(N)c([N+](=O)[O-])c(Nc2ccccc2OC)n1 (centres undefined) | -79.8 | 0.3 | -6.5 | -6.1 | 10.6 | -2.1 | -1.1 | 0.0 | -4.3 | -4.0 | 1.4
COc1ccc(C)cc1S(=O)(=O)N1CC(C)OC(C)C1 (centres undefined) | -10.6 | 4.1 | 3.1 | -5.5 | 0.0 | -15.5 | 1.4 | -12.5 | 0.3 | -2.0 | -9.9
O=C(N/N=C/c1ccc2nccnc2c1)c1cccc([N+](=O)[O-])c1 | -4.0 | 4.7 | -4.7 | -3.2 | -0.8 | -0.4 | -0.9 | -19.5 | -2.5 | 4.3 | 0.8
Cc1cccc2sc(N(CCN(C)C)C(=O)c3cc(Cl)sc3Cl)nc12 | -8.7 | -2.5 | 18.2 | -3.3 | -0.1 | -16.0 | 1.2 | 4.3 | 1.1 | -5.0 | -0.7
CCCCN(C(=O)CNC(=O)c1ccco1)C(C(=O)NC1CCCC1)c1ccc(OC)cc1 (centres undefined) | 8.6 | -1.8 | 10.8 | -1.2 | -1.9 | 14.0 | -1.3 | -4.3 | 5.1 | -0.3 | 1.2
CC(Sc1nncn1C)C(=O)Nc1nnc(C(C)C)s1 (centres undefined) | 1.5 | -0.9 | -8.5 | -0.7 | 5.6 | -11.0 | -0.1 | 372.6 | . | -3.4 | -2.0

2 compounds from above with just PfHsp90 yeast 2, CDK5 inh and Keap1-Nrf2 PPI.
Molecule	PfHsp90 yeast 2	CDK5 inh	Keap1-Nrf2 PPI
CCN(CC)C1CCN(C(=O)CCc2nnc(CCc3ccccc3)o2)C1 (centres undefined)	-0.8	2.0	-1.0
CCCCn1c(SCC(=O)N2CCOCC2)nc2c1c(=O)n(C)c(=O)n2C	-19.1	-0.2	0.1

Later entries.
SMILES | PfHsp90 yeast 2 | dFosB act | Rtt109 HAT inh | Keap1-Nrf2 PPI | cardiac RTF act | PvdQ acylase | C-LANA FP | SUMO Mot1 rescue | NSD2 HMT inh | RTF Ca sens inh | CDK5 inh
NC(=O)C1=CN(Cc2ccc(Cl)cc2)CCC1C(F)(F)F (centres undefined) | 14.8 | -8.7 | 9.3 | -0.1 | 1.9 | 6.2 | 3.0 | 19.5 | 1.2 | -11.7 | -1.4
C[C@H]1CCC(=O)N([C@H](CSc2ccc(Br)cc2)Cc2ccccc2)CC1 | 6.2 | 3.1 | -10.3 | -4.6 | 21.0 | -8.9 | 0.0 | 6.9 | . | -4.5 | -0.6
O=C1N(Cc2cccc(Cl)c2)C[C@@H]2C[C@@H](c3c[nH]c4ccccc34)N3CCC[C@@]123 | -14.7 | 0.6 | -2.7 | -3.6 | 7.9 | -0.7 | -1.3 | 3.1 | 6.6 | -27.7 | -1.4
CCOP(=O)(OCC)/C(C#N)=C(\O)c1ccc(OC)cc1 | 5.4 | 0.3 | -2.3 | -2.9 | 9.0 | 4.4 | 0.4 | 122.1 | -3.3 | -3.7 | 1.5
COc1c(C)cccc1C(=O)NCCCNC(=O)c1ccc(C)nc1 | 1.4 | -5.0 | -13.2 | -6.3 | -3.9 | -17.1 | -0.4 | 68.2 | -1.6 | -8.2 | 1.6
COc1cc([N+](=O)[O-])ccc1NC(=O)NCc1ccccn1 | 15.6 | 5.6 | 1.6 | -1.1 | 2.0 | -15.1 | 1.5 | 1.3 | -1.3 | -10.6 | -2.9
Cc1cccn2c(=O)c3cc(C(=O)NC4CCCCC4)n(C)c3nc12 | 1.9 | -12.4 | -12.2 | -1.2 | 0.6 | -10.6 | 0.1 | 123.6 | -4.4 | -7.1 | 0.2
CN(Cc1ccccc1)C(=O)c1[nH]cnc1C(=O)Nc1cccc(Cl)c1 | -9.9 | -1.0 | -11.0 | -6.5 | 3.1 | -0.4 | -2.0 | 16.7 | . | -0.2 | -0.3
COc1cc(C(=O)O)ccc1Cl | -4.6 | 2.9 | -4.6 | 2.0 | 0.5 | -17.5 | -1.2 | -16.9 | 0.7 | -4.2 | -2.1
